Screens deposited in PubChem BioAssay by several laboratories.
L major viab – Leishmania major promastigote growth inhibition, primary screen; Leishmania major promastigotes, resazurin fluorescence viability; inhibition, % at 10 µM; hit rate 9% among 200,000; AID 1063, 2008; in the data active = inhibition above about 50%;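 also: promastigotes grown with compound for 44 hours at 28 °C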
TNAP inh no acc – human TNAP enzyme inhibitors, primary screen, biochemical, luminescent, no phosphate acceptor, uHTS | purified TNAP, CDP-star luminescence, 30 min | inhibition, % at 20 µM | hit rate 0.26% among 200,000 | Alkaline phosphatase, tissue-nonspecific isozyme (Homo sapiens), P05186;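 active = tissue-nonspecific alkaline phosphatase inhibition above about 50% at 20 µM in the single-dose screen, limit read from the data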;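 also: 0% = DMSO negative control and 100% = EDTA positive control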
Target sequence (P05186 whole entry, looked up): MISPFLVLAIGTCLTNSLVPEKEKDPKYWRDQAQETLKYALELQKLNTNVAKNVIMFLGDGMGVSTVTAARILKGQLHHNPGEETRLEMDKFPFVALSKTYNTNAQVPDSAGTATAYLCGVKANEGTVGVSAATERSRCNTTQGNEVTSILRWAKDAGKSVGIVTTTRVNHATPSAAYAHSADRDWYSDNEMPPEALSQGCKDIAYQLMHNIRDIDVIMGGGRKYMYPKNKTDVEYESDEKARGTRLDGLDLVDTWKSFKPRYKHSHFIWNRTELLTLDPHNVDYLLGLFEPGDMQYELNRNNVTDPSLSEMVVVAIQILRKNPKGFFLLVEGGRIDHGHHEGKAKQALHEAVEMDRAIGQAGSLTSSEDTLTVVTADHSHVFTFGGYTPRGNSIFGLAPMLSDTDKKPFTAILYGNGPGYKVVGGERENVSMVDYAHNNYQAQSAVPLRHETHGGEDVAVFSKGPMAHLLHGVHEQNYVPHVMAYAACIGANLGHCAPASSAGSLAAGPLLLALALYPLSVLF
Redox H2O2 prof – compounds producing H2O2 with reducing agent – biochemical, NIH compound library profiling, artefact control for MLSCN library redox annotation, primary screen; DTT-dependent redox cycling H2O2, phenol red/HRP absorbance; 100% = 100 µM peroxide control, 0% = buffer; activation, % at 10 µM; hit rate 0.03% among 200,000; AID 878, 2007;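 active = activation of at least 50% relative to the plate's high and low controls in the primary single-dose screen; inactive = activation below 50%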;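 also: compound incubated with DTT at 0.8 mM final as the reducing agent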
PMI act – activators of human PMI, primary screen, biochemical, fluorescence intensity, near-Km mannose 6-phosphate. Mannose-6-phosphate isomerase (Homo sapiens), P34949. purified human PMI, coupled resazurin fluorescence, 20 min; active compounds read high; 1 = vehicle control, 0 substrate-free wells. activation factor at 20 µM. hit rate 0.005% among 190,000. AID 1214, 2008;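 active = activation factor of 2 or more at 20 µM, relative to plate controls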
Target sequence (P34949 whole entry, looked up): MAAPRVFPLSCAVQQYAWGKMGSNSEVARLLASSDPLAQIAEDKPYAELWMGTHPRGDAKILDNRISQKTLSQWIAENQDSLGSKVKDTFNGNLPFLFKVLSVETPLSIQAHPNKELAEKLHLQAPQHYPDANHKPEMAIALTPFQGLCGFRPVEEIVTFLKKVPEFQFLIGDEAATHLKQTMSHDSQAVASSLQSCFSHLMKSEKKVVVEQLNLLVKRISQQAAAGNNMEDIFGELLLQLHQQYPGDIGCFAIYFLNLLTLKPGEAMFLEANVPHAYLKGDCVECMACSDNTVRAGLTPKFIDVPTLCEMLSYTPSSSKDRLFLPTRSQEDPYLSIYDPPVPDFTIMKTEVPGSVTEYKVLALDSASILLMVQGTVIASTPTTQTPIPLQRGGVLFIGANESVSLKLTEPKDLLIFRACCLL
TNAP inh hi DEA – human TNAP enzyme inhibitors, primary screen, biochemical, luminescent, high phosphate acceptor level, uHTS | purified TNAP, CDP-star luminescence, 1 M DEA | AID 1135, 2008 | Alkaline phosphatase, tissue-nonspecific isozyme (Homo sapiens), P05186 | inhibition, % at 20 µM | hit rate 0.03% among 200,000;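 active = over 50% inhibition of tissue-nonspecific alkaline phosphatase at 20 µM in the single-dose screen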;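 also: plate controls were DMSO wells for no effect and EDTA-quenched wells as full inhibition for full effect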
RAM inhibit – inhibitors of the yeast RAM network, primary screen, dse1pr::URA3 reporter, 5-FOA selection | S. cerevisiae dse1pr::URA3 reporter, 5-FOA growth OD615, 2 d; analog-sensitive cbk1-as2 kinase mutant strain | inhibition, % at 50 µM | hit rate 1.8% among 190,000;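 active = inhibition above a set limit, 3 SD over mean compound inhibition, cut at about 8.4% in these data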;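 also: 0% = DMSO-only wells with no growth and 100% = 10 µM 1-NA-PP1 full growth; inhibition rescues growth on 5-FOA so higher OD means more RAM inhibition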
S1P3 antag – S1P3 receptor antagonists, primary screen, cell-based; Sphingosine 1-phosphate receptor 3 (Homo sapiens), Q99500; CHO S1P3 NFAT-BLA reporter, FRET fluorescence, antagonist mode; hit rate 0.27% among 170,000; inhibition, % at 4.98 µM;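 active = inhibition above the plate cutoff, the mean inhibition of test wells on that plate plus 3 SD, cut at about 28% in these data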;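 also: cells challenged with S1P at its EC80 of 0.8 µM; blue over green emission ratio from cleaved BLA substrate after 4 h stimulation; 0% = S1P-stimulated wells and 100% = unstimulated DMSO-only wells; some compounds past the cut are filed as inactive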
HMGR II inh – inhibitors of E. faecalis class II HMGR, primary screen, biochemical, Enterococcus faecalis | HMG-CoA reductase (Enterococcus faecalis, mvaE) | purified E. faecalis HMGR, NADPH absorbance 340 nm kinetic | inhibition, % at 10 µM | hit rate 0.41% among 190,000;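 active = inhibition above a set limit, the median over all tested compounds plus 3 SD, cut at about 9.5% in these data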;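 also: enzyme runs in reverse so mevalonate oxidation gives rising NADPH absorbance; 0% = complete reaction with DMSO and 100% = background rate lacking mevalonate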
PMI act satM6P – human PMI activators, high substrate, primary screen, biochemical, fluorescence intensity, near-saturating mannose 6-phosphate; hit rate 0.34% among 190,000; activation factor at 20 µM; coupled PMI enzyme assay, resazurin fluorescence, 20 min; active compounds read high; 1 = untreated enzyme, 0 = substrate-free blank; Mannose-6-phosphate isomerase (Homo sapiens), P34949;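 active = activation factor of 2 or more at 20 µM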
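Test system: human phosphomannose isomerase with PGI, G6PDH, diaphorase coupling enzymes; amount: 15 ng/mL PMI; incubation: enzyme reaction with compound 20 min at room temperature; technique: resorufin fluorescence (Ex 544/Em 590 nm) from resazurin via diaphorase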
Hsp70 act – Hsp70 transcriptional activators, primary screen, cell-based, HeLa, Hsp70 promoter luciferase, luminescence, 10 µM. activation, % at 10 µM. HeLa Hsp70 promoter luciferase reporter; scaled: vehicle 0, proteasome-inhibitor control 100%. hit rate 0.04% among 200,000;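 active = activation above the mean across all tested compounds plus 3 SD, cutoff set per campaign, cut at about 5.5% in these data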;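 also: 100% = MG132 at 30 µM as the positive control and 0% = DMSO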
Starred values were filed as active, the others as inactive; · = no result given.

SMILES	L major viab	TNAP inh no acc	Redox H2O2 prof	PMI act	TNAP inh hi DEA	RAM inhibit	S1P3 antag	HMGR II inh	PMI act satM6P	Hsp70 act
CCCN1C2=C(C(=O)CC(C)(C)C2)C(c2ccc(F)cc2)C2=C1c1ccccc1C2=O (centres undefined)	72*	-1	-1.0	0.9	2	7.9	·	2	1	-0.1
O=C(CCN1C(=O)c2ccccc2S1(=O)=O)Nc1ccc2c(c1)OCCO2	4	-5	2.5	1.1	-8	-0.5	2	0	1.1	-0.1
Cc1ccc(S(=O)(=O)/N=S(/C)c2ccccc2)cc1 (centres undefined)	-3	10	0.2	1.2	-10	1.1	·	-6	1.2	0.0
CCOc1ccccc1Nc1ccc(C(=O)O)cc1[N+](=O)[O-]	-1	2	10	1.1	14	2.1	-12	0	1.1	-0.2
CCOc1ccc(N(CC(=O)Nc2cccnc2)S(C)(=O)=O)cc1	2	-4	-0.5	1	-4	1.4	4	-7	1.1	-0.2
CC1(C)CC(=O)C=C(NC2CC(C)(C)NC(C)(C)C2)C1	-4	-14	-1.4	1	-3	0.0	-6	0	1	-0.1
CC1(C)CC(=O)C(=C2SCCCS2)C(=O)C1	-8	-5	-0.6	1.1	2	-0.6	-1	-2	1.1	0.1
Cc1cccc(/N=C/c2c(O)cc(C)oc2=O)n1	-5	-6	0.5	1.1	-2	2.2	-18	5	1.1	0.2
Cn1nnnc1SCc1ccc(CSc2nnnn2C)cc1	4	-3	0.5	1.1	-2	2.6	-18	2	1	0.2
CCOc1ccc2ccccc2c1CNc1nnnn1CC	6	-6	-1.1	1	-5	0.0	-8	0	1	0.0
Cc1nc(-c2cccc(S(=O)(=O)N3CC(C)OC(C)C3)c2)cs1 (centres undefined)	5	-13	1.3	1.1	-8	0.5	2	-1	0.9	-0.1
O=C(c1ccccc1F)N1CCN(Cc2cccc(Cl)c2)CC1	0	-5	0.5	1	0	1.8	1	-4	1.1	0.2
CCCCNC(=S)N/N=C/c1ccc(C)s1	49	-16	0.0	1	0	1.4	·	-4	1.1	0.0
COC(=O)C1=COC(C)C2CN3CCc4c([nH]c5ccccc45)C3CC12 (centres undefined)	6	-6	-0.7	1	2	-0.1	15	-2	0.7	-0.1
COc1cc(C(=S)N2CCC(C(N)=O)CC2)ccc1O	-6	-4	0.7	0.9	-3	1.3	2	0	1	-0.5
CC(=O)Nc1ccc(OCC(O)Cn2nc(C)c(Br)c2C)cc1 (centres undefined)	0	-9	-0.8	0.9	-6	0.1	·	-1	0.9	-0.3
Cc1nc(Cl)c2c(n1)NC1=C(O2)C(=O)CCC1	3	-12	-0.5	1.1	14	1.7	-6	-5	1.1	-0.3
COCCNC(=S)Nc1ccc2nc(N3CCCC3)cc(C)c2c1	100*	1	0.5	1	-8	3.0	-4	-2	0.9	-0.1
CS(=O)(=O)c1ccc(Cl)c(NC(=O)Cc2ccccc2F)c1	-7	-15	-1.4	0.9	-11	2.7	-12	1	1	-0.3
CC(=O)Oc1cccc(C(=O)Nc2c[nH]c(=O)[nH]c2=O)c1	-6	-3	-0.3	1	2	2.3	11	-7	1	-0.1
Cn1c(=O)oc2cc(S(=O)(=O)N3CCC(C(=O)NCC4COc5ccccc5O4)CC3)ccc21 (centres undefined)	-7	-16	-1.7	1.1	-5	4.1	12	5	1.1	-0.3
CN(C(=O)c1ccccc1Cl)c1ccccc1	-1	-10	1.7	1.1	-1	1.1	-14	3	1.1	0.3
Cc1nc2c(-c3ccc(F)cc3)c(C)nn2c(C)c1CCC(=O)N1CCOCC1	-6	-8	-0.7	1	-1	2.2	·	-1	1	-0.3
O=c1ccc(/C=C/c2ccccc2)nn1Cc1ccccc1	-1	-11	0.2	0.9	-9	1.9	·	-4	0.9	-0.6
O=C(COc1cccnc1[N+](=O)[O-])Nc1cccc(S(=O)(=O)N2CCOCC2)c1	16	-8	0.5	1.1	-4	0.9	-12	-1	1	0.1
Cc1cccc(C)c1OCC(O)CN1CCN(c2ccccc2)CC1 (centres undefined)	15	-9	0.3	1	-6	2.0	-4	6	1	0.6
CN(C(=O)c1ccccc1Cl)C1CCCCC1	1	-6	0.7	0.9	-3	-0.7	-4	0	0.9	-0.1
O=S(=O)(Nc1ccccn1)c1ccc(Cl)c2ccccc12	-4	-10	-1.8	1	-4	2.0	-2	4	1	-0.2
CCOC(=O)C1=C(C)N=C2SC=C(C)N2C1c1ccc(OC)cc1 (centres undefined)	-3	-10	0.0	1	-2	2.0	-1	-2	1	-0.2
O=C(C1CCN(c2ncnc3c2sc2cccc(F)c23)CC1)N1CCOCC1	20	-17	-0.5	1	-7	2.3	-7	1	1	-0.1

Whole records, quoted from the list.
Shown for `Cc1cccc(C)c1OCC(O)CN1CCN(c2ccccc2)CC1` (centres undefined) → L major viab = 15; TNAP inh no acc = -9; Redox H2O2 prof = 0.3; PMI act = 1; TNAP inh hi DEA = -6; RAM inhibit = 2.0; S1P3 antag = -4; HMGR II inh = 6; PMI act satM6P = 1; Hsp70 act = 0.6
Shown for `O=S(=O)(Nc1ccccn1)c1ccc(Cl)c2ccccc12` → L major viab = -4; TNAP inh no acc = -10; Redox H2O2 prof = -1.8; PMI act = 1; TNAP inh hi DEA = -4; RAM inhibit = 2.0; S1P3 antag = -2; HMGR II inh = 4; PMI act satM6P = 1; Hsp70 act = -0.2

Continued:
SMILES	L major viab	TNAP inh no acc	Redox H2O2 prof	PMI act	TNAP inh hi DEA	RAM inhibit	S1P3 antag	HMGR II inh	PMI act satM6P	Hsp70 act
Cn1c(N)c(-c2nc3cccnc3n2C)sc1=S	-3	-87	0.0	0.8	-3	0.4	-7	-1	0.9	-0.2
CCOc1cc(N2CCOCC2)c(OCC)cc1NC(=O)COc1ccc2ccc(=O)oc2c1	11	-20	0.2	0.9	-4	3.2	-13	5	0.9	-0.2
CC12CCC(C(=O)N3CCN(C(c4ccccc4)c4ccccc4)CC3)(OC1=O)C2(C)C (centres undefined)	23	-4	-0.6	0.9	-2	-0.1	·	1	0.9	-0.2
COc1ccccc1NC(=O)CCSc1nc(C)cc(C)n1	-4	-6	-0.5	1	-2	0.1	-20	0	1	-0.1
CCOC(=O)NS(=O)(=O)c1ccc(CCNC(=O)c2cc(C)on2)cc1	-8	-11	-0.1	1	-6	3.0	9	0	0.9	-0.3
Cc1ccc(O)c(CNc2cccc3cccnc23)c1	2	-8	0.0	0.7	-4	-0.4	4	1	0.4	0.2
Cc1onc(-c2c(Cl)cccc2Cl)c1C(=O)Nn1cnnc1	-6	-11	-0.3	1	-11	1.1	·	0	0.9	-0.1
Cc1ccnc(SCC(=O)N2CCCc3ccccc32)n1	0	-12	1.5	0.9	-8	0.3	0	-2	0.9	0.6
COc1cc(-n2nc(C)c3c2OC(N)=C(C#N)C3c2ccccc2)c(Cl)c(Br)c1O (centres undefined)	5	35	3.1	0.9	10	3.7	1	-3	1.1	0.0
COc1ccc(Cl)cc1NC(=S)N1CCN(c2ccccn2)CC1	-3	-6	0.3	0.9	-2	-0.6	·	-1	0.9	-0.1
O=C(O)CCCNC(=O)CCCNC(=O)C(c1ccccc1)c1ccccc1	-8	16	0.0	0.9	0	0.1	-5	3	0.9	-0.1
CCCCCn1c(CN2CC(C)OC(C)C2)nc2c1c(=O)n(C)c(=O)n2C (centres undefined)	-1	2	-0.5	0.9	0	·	-22	·	0.9	0.0
CCn1c(SCC(=O)N/N=C/c2c[nH]c3ccccc23)nnc1-c1ccc(C)cc1	-7	-4	-0.5	1	2	-0.9	8	1	0.9	-0.4
CC(C)Nc1c(N)c(=O)oc2ccccc12	-6	-6	2.4	1	-2	0.9	-29	-2	1	0.1
CCCOC(=O)/C(=C\c1ccc([N+](=O)[O-])o1)NC(=O)c1ccccc1	96*	-3	0.2	1.2	3	3.7	·	0	1.2	0.1
CC1(C)SC2c3ccccc3C(=O)N2[C@@H]1C(=O)NCCCN1CCOCC1 (some centres undefined)	6	-6	0.2	1	-2	1.8	-20	0	1	-0.4
COc1ccc(NC(=S)Nc2ccc3cn[nH]c3c2)cc1	21	-10	2.5	0.8	-3	1.5	-6	9	0.5	-0.4
CCN(CC(=O)Nc1ccc2c(c1)OCCO2)C(=O)CC1CCCC1	3	-8	0.2	1	-3	-1.0	·	-1	1	-0.3
O=C(NCc1ccco1)C(=O)NCC1OCCN1S(=O)(=O)c1ccc(F)cc1 (centres undefined)	-1	-9	0.6	1	-4	2.5	-10	3	1	0.0
CC(=O)N1CCCN(Cc2cn(-c3ccc(C)cc3)nc2-c2ccc(F)cc2)CC1	9	4	-0.4	1	-5	-0.4	-8	-5	1	0.2
CC1(C)CC(=O)C2=C(C1)NC(=O)NC2c1ccccc1 (centres undefined)	-1	-3	-0.7	1	2	0.3	8	-5	1	-0.2
CSc1nc(-c2ccccc2)nn1C(=O)c1ccc(Cl)cc1	-6	45	-5.3	0.9	-5	7.4	·	2	0.9	0.0

Of the compounds above, these contain a Cl atom:
SMILES	L major viab	TNAP inh no acc	Redox H2O2 prof	PMI act	TNAP inh hi DEA	RAM inhibit	S1P3 antag	HMGR II inh	PMI act satM6P	Hsp70 act
O=C(c1ccccc1F)N1CCN(Cc2cccc(Cl)c2)CC1	0	-5	0.5	1	0	1.8	1	-4	1.1	0.2
Cc1nc(Cl)c2c(n1)NC1=C(O2)C(=O)CCC1	3	-12	-0.5	1.1	14	1.7	-6	-5	1.1	-0.3
CS(=O)(=O)c1ccc(Cl)c(NC(=O)Cc2ccccc2F)c1	-7	-15	-1.4	0.9	-11	2.7	-12	1	1	-0.3
CN(C(=O)c1ccccc1Cl)c1ccccc1	-1	-10	1.7	1.1	-1	1.1	-14	3	1.1	0.3
CN(C(=O)c1ccccc1Cl)C1CCCCC1	1	-6	0.7	0.9	-3	-0.7	-4	0	0.9	-0.1
O=S(=O)(Nc1ccccn1)c1ccc(Cl)c2ccccc12	-4	-10	-1.8	1	-4	2.0	-2	4	1	-0.2
Cc1onc(-c2c(Cl)cccc2Cl)c1C(=O)Nn1cnnc1	-6	-11	-0.3	1	-11	1.1	·	0	0.9	-0.1
COc1cc(-n2nc(C)c3c2OC(N)=C(C#N)C3c2ccccc2)c(Cl)c(Br)c1O (centres undefined)	5	35	3.1	0.9	10	3.7	1	-3	1.1	0.0
COc1ccc(Cl)cc1NC(=S)N1CCN(c2ccccn2)CC1	-3	-6	0.3	0.9	-2	-0.6	·	-1	0.9	-0.1
CSc1nc(-c2ccccc2)nn1C(=O)c1ccc(Cl)cc1	-6	45	-5.3	0.9	-5	7.4	·	2	0.9	0.0
